FLuc inh counter: Photinus pyralis luciferase inhibition counter-screen; AID 1006; P08659; ATPLite firefly luciferase biochemical luminescence, 10 min; inhibition, % at 10 µM; 1.5% of 200,000 active;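 active = inhibition above about 50% when tested at 10 µM, limit read from the data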
Target sequence (P08659 whole entry, looked up): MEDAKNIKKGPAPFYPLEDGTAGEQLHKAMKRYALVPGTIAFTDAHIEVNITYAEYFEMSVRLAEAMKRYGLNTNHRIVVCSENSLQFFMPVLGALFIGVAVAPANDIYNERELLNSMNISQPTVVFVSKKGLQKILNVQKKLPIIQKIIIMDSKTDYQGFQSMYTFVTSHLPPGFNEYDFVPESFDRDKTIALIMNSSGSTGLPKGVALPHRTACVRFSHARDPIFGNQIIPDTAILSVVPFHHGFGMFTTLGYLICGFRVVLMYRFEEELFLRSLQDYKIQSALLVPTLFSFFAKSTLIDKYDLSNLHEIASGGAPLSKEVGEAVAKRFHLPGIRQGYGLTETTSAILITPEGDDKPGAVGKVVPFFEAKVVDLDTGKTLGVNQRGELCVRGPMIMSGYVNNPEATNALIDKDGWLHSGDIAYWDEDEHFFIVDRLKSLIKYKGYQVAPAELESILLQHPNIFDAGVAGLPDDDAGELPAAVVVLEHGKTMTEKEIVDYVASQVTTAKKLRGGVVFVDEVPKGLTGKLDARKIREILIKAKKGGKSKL
Hsp70 activator: transcriptional activators of Hsp70. HeLa Hsp70 promoter luciferase reporter, luminescence; scaled: vehicle 0, proteasome-inhibitor control 100%. activation, % at 10 µM. 0.04% of 200,000 active;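 active = activation above the mean across all tested compounds plus 3 SD, cutoff set per campaign, cut at about 5.5% in these data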;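 note: 100% = MG132 at 30 µM as the positive control and 0% = DMSO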
STAT3 activator: activators of IL-6 induced STAT3 signaling | activation (% of control), % at 5.6 µM | 0.91% of 190,000 active | AID 871 | U3A cells, IL-6 STAT3-luciferase reporter, luminescence; 100% = signal with IL-6 EC80 alone;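 active = activation above the screen-wide mean of compound activation plus 3 SD, cut at about 130% in these data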;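 note: 0% = background luminescence of wells with medium and substrate only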
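system = STAT3-luciferase reporter U3A cells | reagent = IL-6 stimulus at 33 ng/mL final | timing = 1 h compound pre-exposure, 6 h IL-6 stimulation, 37 °C | measured by = luminescence | evaluation = % activation versus median of IL-6-stimulated wells | control set = IL-6-only wells as 100% reference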
APP 5UTR inh: APP translation inhibition; SH-SY5Y APP 5'UTR-luciferase reporter, luminescence; inhibition, % at 2 µM; 0.82% of 190,000 active;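 active = inhibition above a set limit, derived from the sample mean plus 3 SD, cut at about 45% in these data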; note: values of inactives mirror those of a sister screen read the other way
APP 5'UTR act: APP 5'UTR luciferase reporter activation; SH-SY5Y APP 5'UTR luciferase reporter, luminescence; zero percent = DMSO vehicle wells; activation, % at 2 µM; 1% of 190,000 active;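 active = activation above a set limit, based on mean plus 3 SD of controls, cut at about 140% in these data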; note: values of inactives mirror those of a sister screen read the other way
STAT3 inh: inhibitors of IL-6 induced STAT3 signaling | U3A cells, IL-6 STAT3-luciferase reporter, luminescence; host cell line lacks STAT1 | inhibition, % at 5.5 µM | 0.89% of 190,000 active;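 active = inhibition above the mean inhibition across all screened compounds plus 3 SD, cut at about 44% in these data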;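 note: 0% = DMSO only wells and 100% = 100 µM nifuroxazide control wells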
NF-kB neuron act: NF-kB expression increase, human neuronal cells. NF-kB reporter expression; active compounds read high. fold change at 12.5 µM. 1.6% of 190,000 active; in the data active = fold change above about 3.3
STAT1 inh: STAT1 signaling inhibition | AID 920 | inhibition, % at 5.5 µM | 0.35% of 200,000 active | NIH 3T3 STAT1-luciferase reporter, IFN-gamma, luminescence;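 active = inhibition above a set limit, the mean inhibition across all tested compounds plus 3 SD, cut at about 34% in these data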;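 note: 0% = IFN-gamma with DMSO and 100% = IFN-gamma with 300 µM nifuroxazide; values of inactives mirror those of a sister screen read the other way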
STAT1 activator: STAT1 signaling activation. NIH 3T3 STAT1-luciferase reporter, IFN-gamma, luminescence; 100% = IFN-gamma alone, no compound. activation (% of control), % at 5.5 µM. 2.6% of 200,000 active. AID 932;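 active = activation above the screen-wide mean activation plus 3 SD, cut at about 130% in these data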;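 note: raw ratio to IFN-gamma control signal so 100% means no change and 0% no light; values of inactives mirror those of a sister screen read the other way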
RAM network inh: blocks the yeast RAM network; S. cerevisiae dse1pr::URA3 reporter, 5-FOA growth OD615, 2 d; analog-sensitive cbk1-as2 kinase mutant strain; inhibition, % at 50 µM; 1.8% of 190,000 active; AID 868;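 active = inhibition above a set limit, 3 SD over mean compound inhibition, cut at about 8.4% in these data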;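 note: 0% = DMSO-only wells with no growth and 100% = 10 µM 1-NA-PP1 full growth; inhibition rescues growth on 5-FOA so higher OD means more RAM inhibition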
Starred values were filed as active, the others as inactive.

For COc1ccc(CC(=O)NC(C)c2nnc(SCC(=O)Nc3ccccc3)n2C)cc1 (stereo not drawn) the results were FLuc inh counter -5, Hsp70 activator 0.2, STAT3 activator 101, APP 5UTR inh -3, APP 5'UTR act 3, STAT3 inh 4, NF-kB neuron act 1.1, STAT1 inh 3, STAT1 activator 95 and RAM network inh -1.0.
For CCOc1ccc(Cn2c(C)nc([N+](=O)[O-])c2SCC(O)CCl)cc1[N+](=O)[O-] (stereo not drawn) the results were FLuc inh counter -4, Hsp70 activator -0.2, STAT3 activator 100, APP 5UTR inh 8, APP 5'UTR act -8, STAT3 inh 1, NF-kB neuron act 1.5, STAT1 inh -1, STAT1 activator 101 and RAM network inh 1.2.
Cc1ccccc1CN1C[C@@H]2C[C@@H](c3cn(C)nc3-c3ccccc3)N3CCC[C@@]23C1=O was read as FLuc inh counter -3, Hsp70 activator -0.5, STAT3 activator 112, APP 5UTR inh 9, APP 5'UTR act -9, STAT3 inh -9, NF-kB neuron act 1.1, STAT1 inh 1, STAT1 activator 98 and RAM network inh 2.8.
Screening COc1cc(NC(=O)CN2CCN(c3ccccc3F)CC2)c(C)cc1[N+](=O)[O-] returned FLuc inh counter -8, Hsp70 activator -0.2, STAT3 activator 95, APP 5UTR inh -15, APP 5'UTR act 15, STAT3 inh 9, NF-kB neuron act 1.1, STAT1 inh 7, STAT1 activator 94 and RAM network inh 3.2.
For CCNc1nc2c(c(=O)[nH]c(=O)n2C)n1Cc1ccc(F)cc1 the results were FLuc inh counter -2, Hsp70 activator -0.2, STAT3 activator 102, APP 5UTR inh -10, APP 5'UTR act 10, STAT3 inh 2, NF-kB neuron act 1.1, STAT1 inh 3, STAT1 activator 97 and RAM network inh 0.3.
Screening CCOc1ccc(NC(N)=O)cc1 returned FLuc inh counter -5, Hsp70 activator 0.3, STAT3 activator 97, APP 5UTR inh -1, APP 5'UTR act 1, STAT3 inh 8, NF-kB neuron act 1, STAT1 inh -3, STAT1 activator 103 and RAM network inh 0.7.
For CC(C)CCn1c(NCCN(C)C)nc2c1c(=O)[nH]c(=O)n2C the results were FLuc inh counter -3, Hsp70 activator -0.1, STAT3 activator 97, APP 5UTR inh -4, APP 5'UTR act 4, STAT3 inh 5, NF-kB neuron act 0.89, STAT1 inh -7, STAT1 activator 106 and RAM network inh 0.6.
`Cc1ccccc1C(=O)O/N=C(\N)c1cccc([N+](=O)[O-])c1` gave FLuc inh counter 91*, Hsp70 activator 0.1, STAT3 activator 128, APP 5UTR inh -89, APP 5'UTR act 89, STAT3 inh -21, NF-kB neuron act 3.2, STAT1 inh -43, STAT1 activator 139* and RAM network inh 2.8.
Screening O/N=C/c1cccnc1Sc1ccccc1 returned FLuc inh counter -6, Hsp70 activator -0.3, STAT3 activator 103, APP 5UTR inh -2, APP 5'UTR act 2, STAT3 inh 4, NF-kB neuron act 1.1, STAT1 inh -2, STAT1 activator 102 and RAM network inh -0.1.
Clc1ccc(-c2nn3c(-c4ccccc4)nnc3s2)cc1 was read as FLuc inh counter -3, Hsp70 activator 0.2, STAT3 activator 94, APP 5UTR inh -11, APP 5'UTR act 11, STAT3 inh 13, NF-kB neuron act 0.97, STAT1 inh -8, STAT1 activator 108 and RAM network inh 5.2.
`CC(C)COP(=O)(OCC(C)C)C(O)c1ccc(F)cc1` (stereo not drawn) gave FLuc inh counter 1, Hsp70 activator -0.5, STAT3 activator 97, APP 5UTR inh 1, APP 5'UTR act -1, STAT3 inh -1, NF-kB neuron act 1.2, STAT1 inh 0, STAT1 activator 100 and RAM network inh 0.8.
For O=C(NC(=S)Nc1ccc(N2CCCCC2)c(Cl)c1)c1ccc2c(c1)OCCO2 the results were FLuc inh counter -2, Hsp70 activator -0.3, STAT3 activator 52, APP 5UTR inh -58, APP 5'UTR act 58, STAT3 inh 64*, NF-kB neuron act 0.68, STAT1 inh 4, STAT1 activator 96 and RAM network inh 2.5.

Next part (2 carried over from the part before).
`CC(C)COP(=O)(OCC(C)C)C(O)c1ccc(F)cc1` (stereo not drawn) gave FLuc inh counter 1, Hsp70 activator -0.5, STAT3 activator 97, APP 5UTR inh 1, APP 5'UTR act -1, STAT3 inh -1, NF-kB neuron act 1.2, STAT1 inh 0, STAT1 activator 100 and RAM network inh 0.8.
For O=C(NC(=S)Nc1ccc(N2CCCCC2)c(Cl)c1)c1ccc2c(c1)OCCO2 the results were FLuc inh counter -2, Hsp70 activator -0.3, STAT3 activator 52, APP 5UTR inh -58, APP 5'UTR act 58, STAT3 inh 64*, NF-kB neuron act 0.68, STAT1 inh 4, STAT1 activator 96 and RAM network inh 2.5.
`Cc1cc(C(F)(F)F)c(C#N)c(SCC(=O)Nc2nc3cc(Br)ccc3s2)n1` gave FLuc inh counter 3, Hsp70 activator -0.1, STAT3 activator 122, APP 5UTR inh -72, APP 5'UTR act 72, STAT3 inh -21, NF-kB neuron act 0.64, STAT1 inh -12, STAT1 activator 111 and RAM network inh 2.5.
For O=C1CCCC(=NCc2ccco2)C1 the results were FLuc inh counter -5, Hsp70 activator -0.3, STAT3 activator 100, APP 5UTR inh 20, APP 5'UTR act -20, STAT3 inh 6, NF-kB neuron act 0.95, STAT1 inh 5, STAT1 activator 96 and RAM network inh -0.7.
Screening Cc1cc(/C=N/NC(N)=O)c(C)c(CO)c1 returned FLuc inh counter -3, Hsp70 activator 0.2, STAT3 activator 109, APP 5UTR inh -7, APP 5'UTR act 7, STAT3 inh 1, NF-kB neuron act 1.4, STAT1 inh -1, STAT1 activator 101 and RAM network inh 0.9.
`Cc1c(-c2ccccc2)n[nH]c1C(=O)NN` gave FLuc inh counter -6, Hsp70 activator -0.1, STAT3 activator 115, APP 5UTR inh -32, APP 5'UTR act 32, STAT3 inh -16, NF-kB neuron act 1.7, STAT1 inh -1, STAT1 activator 101 and RAM network inh 0.4.
CC(C)C(=O)NCCn1ccc2ccccc21 was read as FLuc inh counter -3, Hsp70 activator -0.2, STAT3 activator 100, APP 5UTR inh 6, APP 5'UTR act -6, STAT3 inh 4, NF-kB neuron act 1.2, STAT1 inh 3, STAT1 activator 97 and RAM network inh 0.5.
`CCOC(=O)C1CCCN(c2c(NCCCN3CCCC(C)C3)c(=O)c2=O)C1` (stereo not drawn) gave FLuc inh counter -2, Hsp70 activator 0.6, STAT3 activator 99, APP 5UTR inh 4, APP 5'UTR act -4, STAT3 inh 5, NF-kB neuron act 1.3, STAT1 inh -3, STAT1 activator 103 and RAM network inh 0.2.
For Cc1cccc2c3c([nH]c12)C(=O)CC(C)(C)S3 the results were FLuc inh counter -6, Hsp70 activator -0.3, STAT3 activator 104, APP 5UTR inh -5, APP 5'UTR act 5, STAT3 inh 0, NF-kB neuron act 0.98, STAT1 inh 10, STAT1 activator 89 and RAM network inh -0.6.
CN1CCC(=NNC(=O)C(=O)NC(C)(C)C)CC1 was read as FLuc inh counter -4, Hsp70 activator -0.3, STAT3 activator 102, APP 5UTR inh 6, APP 5'UTR act -6, STAT3 inh 5, NF-kB neuron act 1.1, STAT1 inh -4, STAT1 activator 104 and RAM network inh 1.9.
Screening CCOc1ccc(OCCSc2nnnn2C2CCCCC2)cc1 returned FLuc inh counter -8, Hsp70 activator -0.2, STAT3 activator 99, APP 5UTR inh 6, APP 5'UTR act -6, STAT3 inh 7, NF-kB neuron act 0.95, STAT1 inh 3, STAT1 activator 97 and RAM network inh -0.7.
`COc1ccc(OC)c(NC(=O)c2ccc(OC3CSC3)cc2)c1` gave FLuc inh counter 19, Hsp70 activator -0.2, STAT3 activator 81, APP 5UTR inh 8, APP 5'UTR act -8, STAT3 inh 28, NF-kB neuron act 1.4, STAT1 inh -2, STAT1 activator 100 and RAM network inh 1.1.
Screening COc1ccc(S(=O)(=O)N2CCCC(C(F)(F)F)C2)cc1 (stereo not drawn) returned FLuc inh counter -9, Hsp70 activator -0.2, STAT3 activator 96, APP 5UTR inh -15, APP 5'UTR act 15, STAT3 inh 7, NF-kB neuron act 1.1, STAT1 inh 3, STAT1 activator 98 and RAM network inh 0.1.
Screening Brc1ccc(-c2ccc(/C=N/Nc3nc(N4CCOCC4)nc(N4CCOCC4)n3)o2)cc1 returned FLuc inh counter 2, Hsp70 activator -0.3, STAT3 activator 96, APP 5UTR inh -4, APP 5'UTR act 4, STAT3 inh 6, NF-kB neuron act 0.74, STAT1 inh 2, STAT1 activator 97 and RAM network inh 1.2.
Screening O=C(Nc1nc2nccc(-c3ccccc3)n2n1)c1ccc(F)cc1 returned FLuc inh counter -1, Hsp70 activator -0.2, STAT3 activator 92, APP 5UTR inh -12, APP 5'UTR act 12, STAT3 inh 12, NF-kB neuron act 1, STAT1 inh 12, STAT1 activator 89 and RAM network inh 3.8.
CC(C)Oc1cccc(C(=O)O)c1 was read as FLuc inh counter -4, Hsp70 activator 0.0, STAT3 activator 97, APP 5UTR inh 18, APP 5'UTR act -18, STAT3 inh 7, NF-kB neuron act 1.4, STAT1 inh -3, STAT1 activator 103 and RAM network inh -1.2.
CC(C)(C)C(=O)Nc1nnc(SCc2cccc(F)c2)s1 was read as FLuc inh counter 6, Hsp70 activator -0.1, STAT3 activator 115, APP 5UTR inh -54, APP 5'UTR act 54, STAT3 inh -18, NF-kB neuron act 2.4, STAT1 inh -27, STAT1 activator 125 and RAM network inh 2.7.
For CCCCc1nc2n[nH]c(N)c2c2c1CSC(C)(C)C2 the results were FLuc inh counter -8, Hsp70 activator -0.3, STAT3 activator 121, APP 5UTR inh -1, APP 5'UTR act 1, STAT3 inh -18, NF-kB neuron act 1, STAT1 inh 1, STAT1 activator 99 and RAM network inh -0.7.
Screening O=C(NCCSc1ccccc1)c1cncc(Br)c1 returned FLuc inh counter -2, Hsp70 activator -0.1, STAT3 activator 111, APP 5UTR inh -37, APP 5'UTR act 37, STAT3 inh -9, NF-kB neuron act 2.3, STAT1 inh -11, STAT1 activator 110 and RAM network inh 1.7.
`Cc1ccc(S(=O)(=O)NC(=O)NCc2ccc(F)cc2)cc1` gave FLuc inh counter -3, Hsp70 activator 0.3, STAT3 activator 104, APP 5UTR inh 6, APP 5'UTR act -6, STAT3 inh -3, NF-kB neuron act 1, STAT1 inh 0, STAT1 activator 100 and RAM network inh 0.7.
For CCN(CC)CCC(C)OC(=O)c1ccc(O)cc1O (stereo not drawn) the results were FLuc inh counter -5, Hsp70 activator 0.3, STAT3 activator 93, APP 5UTR inh 9, APP 5'UTR act -9, STAT3 inh 11, NF-kB neuron act 0.99, STAT1 inh 1, STAT1 activator 98 and RAM network inh 1.0.
`COc1ccccc1-n1c(=O)c2c3c(sc2n2c(SC(C)C)nnc12)CCC3` gave FLuc inh counter 1, Hsp70 activator -0.1, STAT3 activator 102, APP 5UTR inh -5, APP 5'UTR act 5, STAT3 inh 5, NF-kB neuron act 0.78, STAT1 inh 4, STAT1 activator 97 and RAM network inh 2.5.
COc1ccc(/C=N/N=C2/NC(=O)C(CC(=O)O)S2)cc1OCc1ccccc1Cl (stereo not drawn) was read as FLuc inh counter -6, Hsp70 activator -0.2, STAT3 activator 99, APP 5UTR inh 11, APP 5'UTR act -11, STAT3 inh 4, NF-kB neuron act 0.85, STAT1 inh 0, STAT1 activator 100 and RAM network inh 1.7.
For COc1cc(NS(=O)(=O)c2ccc(NC(=O)CN3C(=O)c4ccccc4C3=O)cc2)nc(OC)n1 the results were FLuc inh counter -3, Hsp70 activator -0.3, STAT3 activator 104, APP 5UTR inh -21, APP 5'UTR act 21, STAT3 inh -3, NF-kB neuron act 1.7, STAT1 inh -11, STAT1 activator 109 and RAM network inh 4.4.

Assay outcomes (PubChem)
